Source: PubChem BioAssay (Broad Institute)
S100A4 MyoIIA = inhibitors of S100A4-myosin IIA peptide binding, primary screen, biochemical, fluorescence polarization, TAMRA-MyoIIA peptide; Protein S100-A4 (Homo sapiens), P26447; inhibition, % at 10.7 µM; hit rate 0.14% among 360,000;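 active = mean inhibition of at least 70% across replicates, with every replicate also reaching that level; inconclusive = mean inhibition reaches 70% but some replicates fall short; inactive = mean inhibition below 70%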
Target sequence (P26447 whole entry, looked up): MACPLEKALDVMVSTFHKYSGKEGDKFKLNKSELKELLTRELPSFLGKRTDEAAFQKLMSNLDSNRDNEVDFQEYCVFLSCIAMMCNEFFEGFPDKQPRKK
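Test system: S100A4 monomer protein. Medium: HEPES buffer with Ca2+, pH 7.2. Reagent: fluorescent myosin IIA peptide, 5 nM. Compound dosing: single-point compound testing. Timing: 5 min between mix addition and reading. Benchmarks: DMSO neutral and TFP positive wells.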
PglD inh = C. jejuni PglD acetyltransferase inhibitors, primary screen, biochemical, DTNB colorimetric, single point; hit rate 0.098% among 360,000; AID 602405, 2012; inhibition, % at 12.5 µM; purified PglD enzyme, DTNB colorimetric CoA detection; in the data active = inhibition above about 16%, passing the limit was not always enough; inconclusive = no clear call, values can overlap the other calls; also: strong numbers were not always called active
PGC1a acetyl inh = inhibitors of PGC1a acetylation signal, primary screen, cell-based, U2OS, AlphaScreen, inhibitor mode; AlphaScreen anti-acetyl-lysine; with virally co-expressed GCN5 acetyltransferase; hit rate 0.17% among 350,000; AID 651687, 2012; inhibition, % at 15.6 µM;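 active = every replicate shows inhibition of at least 40%; inconclusive = mean inhibition at least 40% but some replicate below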;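 also: 0% = neutral control wells and 100% = positive control wells; some results beyond the cut were filed as inactive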
EWS-Fli block = EWS/Fli-driven NR0B1 reporter inhibitors, primary screen, A673 cells, NR0B1 luciferase, luminescence, MLPCN library; viability-normalised; inhibition, % at 12.6 µM; hit rate 0.67% among 350,000;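 active = mean inhibition of at least 50% after viability correction, with every replicate also passing that limit; inconclusive = mean reaches 50% but only one of two replicates passes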;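 also: firefly luciferase signal divided by Alamar Blue viability fluorescence both relative to DMSO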
PAX8 reporter = inhibitors of PAX8-driven TPO luciferase reporter, primary screen, RMG-I cells, single concentration. SteadyGlo, 24 h. AID 652154, 2013. inhibition, % at 12.6 µM. hit rate 1.2% among 360,000;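 active = mean replicate inhibition at least 60% with every replicate also reaching 60%; inconclusive = only one of the two criteria is met; inactive = mean below 60% and not all replicates reaching 60%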;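 also: luciferase light reporting Pax8 driven TPO promoter activity; plate controls were median of neutral control wells for no effect and mitoxantrone controls for full effect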
FN deposit inh = inhibitors of fibronectin matrix deposition, primary screen, AH1F cells, Alexa488-fibronectin fluorescence, plate reader. AH1F fibroblasts, overnight. inhibition, % at 12.6 µM. hit rate 0.086% among 350,000. AID 743247, 2014;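 active = mean inhibition across replicates of 30% or more, regardless of how many single replicates reach that level; inconclusive = mean under 30% yet at least half of replicates reach 30%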;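 also: positive control wells lacked labelled fibronectin entirely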
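material = AH1F fibroblast monolayer depositing Alexa488-labelled fibronectin into matrix | amount = 10000 AH1F cells/well | buffer or medium = DMEM plus 2% serum, read in PBS | incubation = 1 h cell adhesion before compound, then overnight fibronectin incubation | detection = fluorescence at 485 nm excitation, 525 nm emission | evaluation = percent inhibition as loss of matrix-bound fibronectin fluorescence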
ERAP1 inh = human ERAP1 aminopeptidase inhibitors, primary screen, biochemical, single point, plate reader. Endoplasmic reticulum aminopeptidase 1 (Homo sapiens), Q9NZ08. recombinant ERAP1, Leu-AMC fluorescence, 60 min. inhibition, % at 10.7 µM. hit rate 0.15% among 340,000;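 active = mean replicate inhibition of at least 30%, or all replicates individually reaching that 30% level; inactive = mean below 30% and not every replicate reaching it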;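 also: 0% = neutral control wells and 100% = L-leucinethiol positive control wells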
Target sequence (Q9NZ08 whole entry, looked up): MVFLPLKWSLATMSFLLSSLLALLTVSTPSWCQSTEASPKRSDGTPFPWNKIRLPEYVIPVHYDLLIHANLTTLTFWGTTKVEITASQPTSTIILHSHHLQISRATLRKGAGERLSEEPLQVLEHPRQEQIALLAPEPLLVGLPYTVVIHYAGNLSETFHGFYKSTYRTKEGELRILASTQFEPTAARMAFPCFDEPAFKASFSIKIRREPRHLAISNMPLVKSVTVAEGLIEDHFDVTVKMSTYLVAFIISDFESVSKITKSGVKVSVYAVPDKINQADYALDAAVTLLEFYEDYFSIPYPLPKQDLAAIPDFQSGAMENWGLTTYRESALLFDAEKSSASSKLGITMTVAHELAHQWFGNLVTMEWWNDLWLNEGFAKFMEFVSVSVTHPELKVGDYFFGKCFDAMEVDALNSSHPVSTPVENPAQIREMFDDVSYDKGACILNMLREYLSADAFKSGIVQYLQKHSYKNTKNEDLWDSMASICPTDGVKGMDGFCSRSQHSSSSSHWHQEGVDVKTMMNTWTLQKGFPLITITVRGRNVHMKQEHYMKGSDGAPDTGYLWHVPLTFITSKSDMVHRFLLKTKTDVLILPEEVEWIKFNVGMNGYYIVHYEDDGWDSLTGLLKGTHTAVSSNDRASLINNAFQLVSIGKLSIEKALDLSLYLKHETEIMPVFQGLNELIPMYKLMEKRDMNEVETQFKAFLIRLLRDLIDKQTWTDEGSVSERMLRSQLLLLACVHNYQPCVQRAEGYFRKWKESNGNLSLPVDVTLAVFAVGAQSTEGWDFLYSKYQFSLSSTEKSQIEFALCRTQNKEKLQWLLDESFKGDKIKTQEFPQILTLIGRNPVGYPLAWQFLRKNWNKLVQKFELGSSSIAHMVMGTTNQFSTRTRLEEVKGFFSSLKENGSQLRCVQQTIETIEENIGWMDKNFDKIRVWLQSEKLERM
LGR2 inh = inhibitors of bursicon-induced LGR2 CRE-luciferase signal, primary screen, cell-based, HEK293, CRE-luciferase reporter, bursicon stimulation | Drosophila bursicon receptor LGR2 (rickets) | bursicon-stimulated, 4 h | inhibition, % at 9.99 µM | hit rate 0.35% among 380,000;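 active = drop in luminescence signal, shown as inhibition above about 50% in the replicate tests, limit read from the data, passing the limit was not always enough; inconclusive = probably only some replicates passing the limit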;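 also: agonist challenge used bursicon conditioned medium at about half maximal strength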
* = called active by the depositor; ? = inconclusive; · = not tested or not shown; & = joins results of further samples.

SMILES	S100A4 MyoIIA	PglD inh	PGC1a acetyl inh	EWS-Fli block	PAX8 reporter	FN deposit inh	ERAP1 inh	LGR2 inh
Cc1cccc(OS(=O)(=O)NC(=O)OCC2CCCN3CCCCC23)c1 (stereo unspecified)	-1	3	7	-3	-7	11	-3	25
O=C(COC(=O)c1ccc(F)c(S(=O)(=O)N2CCOCC2)c1)NCc1ccccc1	1	5	6	9	0	7	0	27
C[C@H](CO)N1C[C@H](C)[C@@H](CN(C)C(=O)Nc2ccc3c(c2)OCO3)Oc2ccc(NC(=O)Cn3cnnn3)cc2C1=O	-8&1	5&1	-13&-17	-12&-1	-6	4&8	1&-1	-12
C[C@H](CO)N1C[C@H](C)[C@@H](CN(C)C)OCCCC[C@H](C)Oc2ccc(NC(=O)Nc3ccccc3)cc2C1=O	31	1	-5	1	-20	·	0	-13
COc1cccc(-c2nnc(SCC(=O)Nc3ccc(OC)c(OC)c3)n2N)c1	·	7	7	·	12	0	·	·
COc1cc(C(=O)NCc2ccccc2Cl)ccc1OCC(=O)N1CCOCC1	-5	1	1	0	-26	-5	-4	3
Cn1c(NC(=O)c2ccco2)c(-c2ccccc2Cl)c(=O)c2ccccc21	·	4	4	·	3	3	·	·
O=C(Cc1c(Cl)cccc1Cl)Nc1cccnc1	1	·	·	-8	11	-6	-6	-10
CS(=O)(=O)OCCCCOS(C)(=O)=O	-1	0	9	-5	-3	8	-2	8
Cc1ccc(NC(=O)CSc2nc3ccccc3c(=O)n2CCCN2CCCCC2)cc1Cl	-6	2	-7	10	16	5	-1	19
Cc1ccc(S(=O)(=O)N[C@@H]2CC[C@@H](CCNC(=O)C3CCOCC3)O[C@@H]2CO)cc1	22	-1	5	4	-29	-5	4	-9
CCc1c(C(=O)N/N=C/c2sccc2C)nnn1-c1nonc1N	3	-2	-9	-45	-16	-7	0	-20
Cc1ccc(NCc2ccccc2O)cc1C	-5	-3	3	-51	-64	3	4	-67
CCOc1cc(/C=N/NC(=O)c2ccc(NC(=O)C3CC3)cc2)ccc1O	1	3	·	27	·	2	3	-17
Cc1cc(C(=O)OCC(=O)NC2CC2)c2ccccc2n1	-5	-1	1	-3	4	1	1	3
CN(C(=O)CSc1nc2ccccc2c(=O)n1-c1ccccc1Cl)C1CCS(=O)(=O)C1 (stereo unspecified)	2	9	-1	-1	·	-3	2	-1
C#CCN(Cc1ccco1)C(=O)c1cc(COc2cccc3cccnc23)on1	-2	3	-34	0	-2	-2	0	-8
CCOc1ccc(Nc2nc(N)nc(CN3CCN(c4ccccc4F)CC3)n2)cc1	1	·	-5	-6	-22	6	-3	1
COC(=O)[C@H](CCSC)NC(=O)NC1CC1	1	·	·	-17	14	20	-2	-5
COc1ccc(NC(=S)NCc2ccccc2Cl)c(OC)c1	1	4	-22	-33	-2	-4	-4	-11

Reprinted at random: 3 records from the list.
SMILES	S100A4 MyoIIA	PglD inh	PGC1a acetyl inh	EWS-Fli block	PAX8 reporter	FN deposit inh	ERAP1 inh	LGR2 inh
COc1cccc(-c2nnc(SCC(=O)Nc3ccc(OC)c(OC)c3)n2N)c1	·	7	7	·	12	0	·	·
CN(C(=O)CSc1nc2ccccc2c(=O)n1-c1ccccc1Cl)C1CCS(=O)(=O)C1 (stereo unspecified)	2	9	-1	-1	·	-3	2	-1
CCc1c(C(=O)N/N=C/c2sccc2C)nnn1-c1nonc1N	3	-2	-9	-45	-16	-7	0	-20

New compounds follow:
SMILES	S100A4 MyoIIA	PglD inh	PGC1a acetyl inh	EWS-Fli block	PAX8 reporter	FN deposit inh	ERAP1 inh	LGR2 inh
O=C(C1CCN(c2nc(-c3ccccc3)nc3c2CCC3)CC1)N1CCCC1	7	-5	·	·	4	·	-2	10
CC1(C2CC2)NC(=O)N(CC(=O)N2CCN(c3ccccc3Cl)CC2)C1=O (stereo unspecified)	16	5	3	-21	-33	-8	-5	-19
Cc1nn(-c2ccc(N3CCOCC3)nn2)c(C)c1CCC(=O)Nc1ccc(F)cc1	6	-3	-7	-55	-34	-2	0	4
CC(C)C1C(=O)N(Cc2cn(CC3CCCCC3)nn2)CCS(=O)(=O)N1Cc1ccc(-c2ccncc2)cc1 (stereo unspecified)	-3	-4	4	4	5	-8	-1	4
C[C@H](CO)N1C[C@H](C)[C@@H](CN(C)C(=O)Nc2ccccc2)Oc2cc(-c3cccc(C(=O)N(C)C)c3)ccc2S1(=O)=O	-2	-2	9	13	-19	·	3	-2
Cc1cc(C)n2nc(SC(C)C(=O)NC3CCCCC3C)nc2n1 (stereo unspecified)	-1	0	·	2	-6	-13	2	3
CO[C@@H]1CN(C)C(=O)c2ccc(NS(=O)(=O)c3ccc(F)cc3)cc2OC[C@H](C)NC[C@@H]1C	9	4	2	3	-15	0	7	-2
C[C@H]1CN([C@@H](C)CO)C(=O)c2cc(NC(=O)Nc3ccc(F)cc3)ccc2O[C@@H]1CN(C)C(=O)Nc1cccc2ccccc12	2	0	-1	-3	-15	-3	2	-5
COCC#Cc1ccc([C@H]2[C@H](CO)N3CCCCN(C(=O)NC4CCCC4)C[C@@H]23)cc1	15	2	-17	-7	12	4	-1	-10
C[C@@H]1CN([C@H](C)CO)S(=O)(=O)c2ccc(-c3ccccc3)cc2O[C@@H]1CN(C)C(=O)C1CC1	·	·	-8	-5	·	-4	·	-5
CCCCCC(=O)Nc1ccccc1N1CCOCC1	·	-9	-11	·	20	-6	·	5
CS(=O)(=O)N1CCC(C(=O)NCc2ccc(F)cc2)CC1	-1	·	·	0	10	7	-2	-21
O=C(C1CCOCC1)N1CC(=O)N2[C@H](CO)[C@H](c3ccc(C#Cc4cccc(F)c4)cc3)[C@H]2C1	·	·	0	4	-15	·	0	-5
CCc1ccc(C(=O)NNC(=O)c2c(CC)noc2C)cc1	0	8	·	-5	-13	0	-2	7
COC(=O)N1C[C@H](OCc2ccccc2)[C@H]2C[C@@H]1c1ccccc1O2	6	·	·	-12	-3	0	-2	11
O=C(C[C@H]1CC[C@H]2[C@@H](COC[C@@H](O)CN2S(=O)(=O)c2cccc(F)c2)O1)NCCCN1CCOCC1	4	1	-4	-9	-6	-2	0	-9
CS(=O)(=O)c1ccc(-c2cnc3c(NC=O)cc(-c4ccsc4)cn23)cc1	-1	-4	·	3	7	-4	14	-8
COc1ccc(CC(=O)NCc2nc(-c3ccccc3)no2)cc1	-2	-3	9	3	11	·	-3	-14
CN(Cc1ccccc1)S(=O)(=O)c1ccc(NC(=O)C2CCCCC2C(=O)O)cc1 (stereo unspecified)	1	-3	·	6	-8	2	-12	13
CC1Sc2ccc(S(=O)(=O)CCC(=O)N3CCc4ccccc43)cc2NC1=O (stereo unspecified)	-3	-3	12	·	35	0	2	1
Cn1nc(C(=O)OCC(=O)c2ccc[nH]2)c2ccccc2c1=O	4	·	2	2	-18	5	-8	40
COc1ccc(CN2CCNC(=O)C2CC(=O)N(C)C2CCOCC2)c(F)c1 (stereo unspecified)	-4	-2	1	0	3	9	1	1
Cc1ccc(S(=O)(=O)N/N=C\c2ccc3c(c2)OCO3)cc1C	-2	4	-3	·	-2	-5	0	3
C#CCNC(=O)C1=C[C@H](c2cn(C(C)=O)c3ccccc23)C[C@H](OCc2ccc(CO)cc2)O1	-2&8	-2&-2	1	-4&-7	0	-5	-1&-1	24
C[C@H](O)C#Cc1ccc2c(c1)O[C@H](CN(C)C(=O)Cc1ccccn1)[C@H](C)CN([C@H](C)CO)S2(=O)=O	-13	2	1	3	·	·	2	4
COc1cc(/C=C/C(=O)NCC2CCCCC2)cc(OC)c1OC	2	-3	-3	6	1	9	-2	5
C[C@H](CO)N1C[C@H](C)[C@@H](CN(C)CC2CC2)Oc2c(NC(=O)c3nc4ccccc4s3)cccc2C1=O	2	-1	-4	0	11	·	-2	-6
CC1CC(C)CN(S(=O)(=O)c2ccc(NC(=O)C3CSC4(C)CCC(=O)N34)cc2)C1 (stereo unspecified)	-3	5	-10	21	12	0	-6	-5
O=C(/C=C1\SC(=O)N(CC(=O)Nc2ccc(Cl)cc2)C1=O)Nc1ccc(F)cc1	0	·	·	2	-24	12	1	·
Cc1ccc(C(=O)Nc2ccc(N3CCN(C)CC3)cc2)cc1C	-4	-2	·	15	-51	-6	0	9
CCC(CO)NCc1ccc2c(c1)n(C)c(=O)n2C (stereo unspecified)	·	-1	-8	·	6	5	·	·
CCN(CC(=O)Nc1c(F)cccc1F)C(=O)/C=C/c1ccc2ccccc2n1	-8	2	-2	4	18	-4	0	-94
COc1cccc(CN(C)C(=O)c2cccc(S(=O)(=O)N3CCN(c4ccccc4)CC3)c2)c1	13	0	-21	5	-9	2	0	-3
COc1ccc2c3c([nH]c2c1)[C@@H](CO)N(C(=O)Nc1ccc(F)cc1)CC31CN(Cc2ccc(F)cc2)C1	-1	·	·	25	22	·	0	4
CO[C@H]1CN(C)C(=O)c2cc(NC(=O)C3CCC3)ccc2OC[C@H](C)N(C(=O)NC(C)C)C[C@@H]1C	0	2	4	-4	0	15	-1	-30
CC(=O)Nc1ccc(S(=O)(=O)N[C@@H](C)C(=O)N(C)Cc2cccs2)cc1	1	-3	6	-4	-2	-6	2	-14
O=C(C[C@@H]1CC[C@@H](NS(=O)(=O)c2cccc(F)c2)[C@H](CO)O1)N1CCCCC1	-3	-3	10	0	-2	-10	-2	15
O=C(c1ccccc1)N1CC[C@@H]2[C@H](CO)Nc3ccc(C#Cc4ccccc4F)cc3[C@@H]21	0	-2	-1	6	19	2	2	-4
COc1ccc(NC(=O)c2sccc2-n2cccc2)cc1	-9	5	-5	1	11	5	-5	1
C[C@H](CO)N1C[C@H](C)[C@@H](CN(C)Cc2ccc(C(=O)Nc3ccccc3N)cc2)Oc2ccc(NS(C)(=O)=O)cc2C1=O	0	5	3	2	·	·	-1	-12
O=c1c2ccccc2c(C=Nc2cccc(S(=O)(=O)NC3=NCCCCC3)c2)c(O)n1Cc1ccccc1	-3	·	1	10	6	2	·	-10
CCc1nc2c(OCc3ccc(Cl)cc3Cl)cccn2c1N(C)C(=O)C(C)C	-3	7	15	38	8	9	1	9
C[C@@H]1CN([C@@H](C)CO)C(=O)Cc2cc(NC(=O)Cc3ccccc3)ccc2O[C@@H]1CN(C)CC1CC1	-68	0	-10	6	4	·	-1	10
Cc1ccc(-c2ccc(CO)o2)cc1N	-6	·	4	-11	33	-5	-3	-22
O=C(Nc1ccc(F)cc1)c1ccccc1	-1	-1	?	-82	·	·	-2	-21
CCc1cccc(NC(=O)Cn2c3[n+](c4ccc(C(F)(F)F)cc42)CCCCC3)c1	-5	·	·	1	5	7	4	-3
Clc1ccc(-c2nc3ccc(Br)cn3c2Cc2ccsc2)cc1	23	-3	-8	-80	-86	-10	1	-47
CCCCc1cc(=O)oc2cc(C)cc(OC(C)C(=O)NC(Cc3c[nH]c4ccc(O)cc34)C(=O)O)c12 (stereo unspecified)	-4	0	14	5	·	·	·	·
